APJ antagonist = antagonists of human apelin receptor APJ, primary screen, CHO-K1 cells, beta-arrestin complementation, luminescence; inhibition, % at 20 µM; AID 2521, 2010; P35414; hit rate 0.32% among 330,000;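 active means inhibition above about 40% at 20 µM, limit read from the data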;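 further: cells challenged with 10 nM apelin-13 agonist together with compound; plate controls were apelin-13 plus DMSO wells for no effect and DMSO wells lacking apelin-13 for full effect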
Target sequence (P35414 whole entry, looked up): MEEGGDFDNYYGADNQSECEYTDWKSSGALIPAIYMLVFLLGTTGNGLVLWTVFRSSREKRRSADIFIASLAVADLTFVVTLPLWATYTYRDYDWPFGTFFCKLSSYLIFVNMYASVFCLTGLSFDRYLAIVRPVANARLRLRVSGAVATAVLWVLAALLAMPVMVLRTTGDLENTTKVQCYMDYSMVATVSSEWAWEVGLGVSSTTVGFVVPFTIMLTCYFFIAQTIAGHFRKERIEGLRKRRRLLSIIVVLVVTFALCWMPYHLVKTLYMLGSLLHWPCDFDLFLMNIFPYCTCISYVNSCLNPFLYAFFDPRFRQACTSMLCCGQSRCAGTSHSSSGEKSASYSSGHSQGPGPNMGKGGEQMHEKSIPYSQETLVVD
tim23-1 inh = growth inhibitors of tim23-1 mutant yeast, primary screen, luminescence, uHTS. S. cerevisiae tim23-1 growth, BacTiter-Glo luminescence, 24 h. inhibition, % at 20 µM. hit rate 1.3% among 330,000. AID 463212, 2010;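 active means growth inhibition of the mutant yeast at or above 50%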;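 further: temperature-sensitive mutant grown at 25 °C; plate controls were DMSO-treated mutant yeast for no effect and medium wells lacking yeast for full effect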
MPTP inh = mitochondrial permeability transition pore inhibitors, primary screen, biochemical, isolated mouse mitochondria, absorbance; inhibition, % at 10 µM; AID 602449, 2012; Ca2+ swelling absorbance, 30 min; hit rate 1.4% among 360,000;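 active means inhibition of 50% or more, scaled per plate between neutral and stimulator controls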;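 further: 0% = DMSO wells given calcium and 100% = 1 mM EGTA wells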
APJ agonist = agonists of human apelin receptor APJ, primary screen, CHO-K1 cells, PathHunter beta-arrestin, luminescence. activation, % at 20 µM. AID 2520, 2010. hit rate 0.11% among 330,000. 0% DMSO wells, 100% apelin. P35414;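 active means activation more than six SD over the plate average, tested at 20 µM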;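 further: 0% = DMSO alone and 100% = apelin-13 at 10 nM; some results filed as inactive read as strong as hits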
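Assay system – PathHunter CHO-K1 APJ (AGTRL-1) beta-arrestin reporter cells · Compound – one dose, 20 µM compound, 1% DMSO · Timing – compound 90 min 25 °C, reagent 1 h · Measured by – luminescence from split beta-galactosidase complementation, Galacton Star/Emerald II substrate · Measure – beta-arrestin recruitment to APJ as agonist activity, luminescent signal · Benchmarks – DMSO vs Apelin-13 10 nM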
tim10-1 inh = growth inhibitors of tim10-1 mutant yeast, primary screen, luminescence, uHTS; S. cerevisiae tim10-1 ts strain growth, BacTiter-Glo, 24 h; inhibition, % at 20 µM; hit rate 2.2% among 330,000;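 active means inhibition of at least 40%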;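 further: mutant grown at 25 °C; 0% = DMSO wells with yeast and 100% = wells holding no yeast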
NALP3 yeast inh = NALP3 inflammasome inhibitors in reconstituted yeast, primary screen, luminescence, uHTS; hit rate 0.39% among 330,000; Yeast reconstituted NLRP3/ASC/caspase-1, beta-gal luminescence, 24 h; inhibition, % at 10 µM;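 active means inhibition of 50% or more; inactive means inhibition below 50%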;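 further: plate controls were induced DMSO wells for no effect and uninduced yeast grown without galactose for full effect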
NR3A LBD binder = binders of NR3A ligand-binding domain, primary screen, biophysical, differential scanning fluorimetry, uHTS; Glutamate receptor ionotropic, NMDA 3A (GRIN3A) ligand-binding domain; NR3A LBD differential scanning fluorimetry, Tm shift; 0% = protein alone, 100% = glycine-bound protein; Tm shift relative to glycine control, % at 25 µM; hit rate 2.5% among 340,000; AID 1259313, 2017;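 active means melting temperature shift of at least 10% of the positive control shift, at one fixed dose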
beta cell repl = inducers of MIN6 beta-cell proliferation, primary screen, ATP luminescence, uHTS | MIN6 cells proliferation, ATPlite luminescence, 48 h; cells starved in 0.2% serum; 100% = growth in 10% serum | proliferation, % at 10 µM | hit rate 0.29% among 330,000;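 active means compounds whose signal lies at least 3.5 SD above the mean of all wells on their plate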;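 further: 0% = DMSO-treated cells in low-serum medium and 100% = 10% serum control; some compounds called inactive have numbers as strong as hits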
TIM10 inh = growth inhibitors of isogenic TIM10 control yeast, primary screen, counter-screen for tim10-1 yeast inhibitor project, luminescence, uHTS | inhibition, % at 10 µM | AID 463195, 2010 | hit rate 1.4% among 330,000 | S. cerevisiae TIM10 strain growth, BacTiter-Glo luminescence, 24 h;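 active means inhibition of 40% or more at the single tested concentration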;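 further: wild-type TIM10 isogenic control strain grown at permissive 25 °C; 0% = DMSO yeast wells and 100% = minimal medium wells without yeast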
* hit, by the source's call; nt = no result given.

SMILES	APJ antagonist	tim23-1 inh	MPTP inh	APJ agonist	tim10-1 inh	NALP3 yeast inh	NR3A LBD binder	beta cell repl	TIM10 inh
CC(=O)SC(C)CC(=O)Nc1ccccc1 (stereo unspecified)	0	8	-2.9	0	15	3	0	-1	3
Cc1ccc(NCC(=O)c2ccc(C)cc2)cc1	17	11	0.2	-11	0	21	-1	-5	-2
O=C(/C=C/Nc1ccc(F)cc1)c1ccc(Oc2ncccn2)cc1	4	-4	1.4	0	-9	8	0	-3	1
O=c1oc2ccccc2c2c1C(c1ccc(Cl)cc1)Nc1ccc3ccccc3c1-2 (stereo unspecified)	-18	4	0.7	1	9	-8	9	-3	-2
O=C(OCC(=O)N1CCc2ccccc2C1)c1cccnc1Cl	12	0	0.2	7	15	1	-2	-4	11
CCOC(=O)c1c(-c2ccc(-c3ccccc3)cc2)csc1NC(=O)C1C2CCC(O2)C1C(=O)O (stereo unspecified)	20	12	-1.5	0	15	3	-3	-3	10
COc1ccc(S(=O)(=O)N2CCN(C(=O)Cc3cccs3)CC2)cc1	9	15	0.8	-3	16	2	3	-1	-7
O=C(c1ccc(N2C(=O)CCC2=O)cc1)N1CCN(c2ccccc2)CC1	28	-1	2.5	-5	-1	7	0	6	4
CSc1ncc(C(=O)Nc2cccc(Cl)c2C)c(C)n1	0	13	-0.8	-4	12	32	3	0	-4
Cc1ccc(CN2CCC(Oc3cccc(C(=O)NCc4cccnc4)c3)CC2)o1	-6	11	-0.2	-5	21	2	-1	0	8
O=C(C1CCN(S(=O)(=O)c2ccc(Cl)cc2)CC1)N1CCOCC1	-5	14	0.4	-4	7	0	1	-2	10
COc1ccc(/C(C)=N/N2CCOCC2)c(O)c1	-6	4	0.6	-8	9	-7	0	-4	-3
COc1ccc(NC(=O)CCN2CCN(S(=O)(=O)c3cc(Cl)ccc3OC)CC2)cc1	-8	6	-2.4	0	11	17	-4	-3	6
O=C(O)CCN1Cc2ccccc2C1=O	4	4	2.2	-7	10	-7	4	-2	6
COC(=O)Cc1cc(OC)c(OC)cc1S(=O)(=O)N(C)C	1	2	-1.6	-1	2	6	-2	-2	0
Cc1ccc(NC(=O)CN(C)C(=O)c2ccc(Sc3nncn3C)c([N+](=O)[O-])c2)cc1	-3	-1	-0.5	-2	3	19	1	-3	16
CCC(NC(=O)COc1ccc([N+](=O)[O-])cc1)c1ccccc1 (stereo unspecified)	12	13	nt	-3	18	-4	nt	2	-8
COc1ccc(-c2noc(-c3ccc(C)cc3)n2)cc1	11	12	4.0	-3	14	21	1	-3	19
O=C(O)c1ccccc1OCCOc1ccccc1C(=O)O	-1	5	1.6	0	-2	-2	1	1	-13
CC[C@]12c3[nH]c4ccccc4c3CCN1C(=O)C(CC(=O)NCCN1CCOCC1)C[C@@H]2C(=O)N1CCN(C(=O)C2CC2)CC1 (stereo partly specified)	0	8	-0.4	-5	4	16	0	3	1

Limited to APJ agonist and TIM10 inh (2 entries from above):
molecule	APJ agonist	TIM10 inh
CSc1ncc(C(=O)Nc2cccc(Cl)c2C)c(C)n1	-4	-4
Cc1ccc(CN2CCC(Oc3cccc(C(=O)NCc4cccnc4)c3)CC2)o1	-5	8

2 entries picked at random from those above, as already listed:
SMILES	APJ antagonist	tim23-1 inh	MPTP inh	APJ agonist	tim10-1 inh	NALP3 yeast inh	NR3A LBD binder	beta cell repl	TIM10 inh
O=C(O)c1ccccc1OCCOc1ccccc1C(=O)O	-1	5	1.6	0	-2	-2	1	1	-13
COc1ccc(-c2noc(-c3ccc(C)cc3)n2)cc1	11	12	4.0	-3	14	21	1	-3	19

(further entries)
SMILES	APJ antagonist	tim23-1 inh	MPTP inh	APJ agonist	tim10-1 inh	NALP3 yeast inh	NR3A LBD binder	beta cell repl	TIM10 inh
Cn1c(=O)c2c(nc(N3CCNCC3)n2Cc2cccc3ccccc23)n(C)c1=O	57*	1	-2.4	-17	15	16	-1	-4	-4
COc1ccc(NC(=S)Nc2ccc(S(N)(=O)=O)cc2)c(OC)c1	6	6	1.5	-3	7	13	0	2	12
CN1CCN(c2ccccc2/C=N/NC(=O)c2cccnc2)CC1	-5	11	0.3	3	-2	-7	2	-1	9
Cc1ccc(C(=O)NC2CCN(CC(=O)NCc3cccs3)CC2)cc1	5	-1	-0.8	-1	5	-4	0	0	-10
O=C(Nc1ccc(S(=O)(=O)Nc2ncccn2)cc1)c1ccccc1	7	-4	-0.2	-1	-3	8	0	-1	-8
O=C(COC(=O)CC12CC3CC(CC(C3)C1)C2)Nc1cccnc1Cl	3	24	9.1	-4	-5	5	4	-5	12
CCCNC(=O)c1nc2ncc(Br)cn2n1	-2	16	-1.2	-4	13	17	-2	-3	-10
CCOP(=O)(OCC)c1nc(-c2cccc([N+](=O)[O-])c2)oc1N1CCCCC1	2	25	0.1	-2	11	17	-2	2	22
Clc1ccc(C2=C3CCCCn4c(-c5ccccc5)c[n+](c43)C2)cc1	6	26	6.3	-1	28	1	1	-6	9
CCOc1ccc(S(=O)(=O)NCc2ccc(Cl)cc2)c2cccnc12	-37	18	0.6	-3	18	23	6	-4	21
O=C(OCc1ccccc1Cl)c1cc([N+](=O)[O-])ccc1N1CCOCC1	0	31	-0.9	1	19	12	-1	4	3
CCOc1cc(CN2CCN(c3cccc(C(F)(F)F)c3)CC2)ccc1OC	1	-39	0.8	-3	31	-90	0	-2	11
CN1CCCCc2c1nc1ccccc1c2N (tested in a mixture with another compound)	-10	0	-3.2	-3	-2	15	0	5	9
NC(=O)c1ncc(C(F)(F)F)cc1Oc1ccc(C(F)(F)F)cc1	13	11	-1.0	0	13	26	0	-1	-15
Cc1nn(C)cc1/C=N/NC(=O)c1ccc2c(c1)OCO2	4	-2	-5.1	5	-7	4	4	2	4
Cc1nn(C)cc1/C=N/O	21	12	1.6	0	-12	23	0	1	7
CCCCC(=O)Nc1ccccc1N1CCN(c2ccccc2)CC1	6	-6	-2.7	-3	-18	15	1	2	-21
Cc1ccc(-c2nc3ccccc3c(=O)n2CCN2CCOCC2)cc1	7	14	0.6	-3	14	12	1	-2	15
CCCNCc1cc(OC)c(OCCC)cc1Cl	9	12	-0.3	-2	9	4	-1	-2	9
Cc1cc(=O)[nH]c(N/N=C/c2c(O)n(-c3ccccc3)c(=O)c3ccccc23)n1	-3	20	1.6	0	23	9	-3	0	11
COc1ccc(/C=C/C(=O)O)cc1S(=O)(=O)Nc1ccc2c(c1)OCO2	21	1	-0.3	-1	3	1	2	1	9
Cc1cc(C)c(OCCCCn2cnc3ccccc3c2=O)c(C)c1	24	15	-0.4	-2	-15	5	1	-3	-8
Cc1ccc(S(=O)(=O)Nc2cc(C(C(=O)OC(C)C)C(=O)C(F)(F)F)c(O)c3ccccc23)c(C)c1 (stereo unspecified)	18	29	6.8	-6	22	-11	4	-5	16
O=C(COC(=O)c1ccccc1Nc1ccccc1)NCc1ccccc1	2	7	0.3	-1	17	11	-7	0	2
CC(=O)N1CC(C)Oc2ccc(S(=O)(=O)Nc3ccc(Cl)cn3)cc21 (stereo unspecified)	-16	2	-0.8	-1	6	-1	-1	0	-2
CCOC(=O)c1c(-c2ccc(C)cc2)csc1NC1=NS(=O)(=O)c2ccccc21	6	-26	1.8	-2	-11	-2	6	0	-8
COC(=O)c1cc(S(=O)(=O)NCc2ccc(Br)cc2)c[nH]1	-7	15	-0.2	7	3	5	-1	-4	5
O=C(NC1CCCC1)c1cccc(Cl)c1	-2	8	-0.9	-3	-10	-10	0	-3	-2
Cc1cc(NC(=O)c2c(Cl)cccc2Cl)no1	-19	-5	-1.0	0	-17	8	0	-2	-16
Nc1nc2n(n1)C(c1cccc(Br)c1)CC(c1ccc(F)cc1)N2 (stereo unspecified)	7	21	-0.9	-5	16	-11	-2	3	3
CCOC(=O)N(C)OC(=O)Nc1ccc(Cl)c(Cl)c1	-6	15	73*	1	-1	13	3	-1	-8
C=C(C)CNC(=S)N/N=C/c1ccc([N+](=O)[O-])cc1	-46	-9	3.3	1	-16	21	0	-1	-41
COc1cccc(CNc2ccc([N+](=O)[O-])cc2Cl)c1O	24	58*	-0.6	-4	36	36	-15	-5	13
COc1ccccc1S(=O)(=O)Cc1ccc(C(=O)NCC2CCCO2)o1 (stereo unspecified)	11	18	-0.7	-2	2	9	0	-1	-8
CN(C)S(=O)(=O)c1ccc2c(c1)nc(CCC(=O)Nc1ccc3c(c1)OCO3)n2C	-29	-3	1.4	0	-2	2	-1	0	6
CO/N=C/c1ccc(N2CCN(C(=O)c3ccc(F)cc3)CC2)c([N+](=O)[O-])c1	7	43	8.8	1	34	36	2	-1	26
COc1ccc2c(c1)C(=C(C#N)C#N)C(=O)N2CCc1ccccc1	-8	71*	0.8	1	-34	-1	2	-4	33
CCC(C)(C)NC(=O)CN(Cc1cccs1)C(=O)CNS(=O)(=O)c1ccc(F)cc1	8	-3	0.8	-4	1	8	-2	-2	3
O=C(NCc1ccc(Cl)cc1)c1ccccc1CCc1ccccc1	1	26	3.0	-2	14	24	-1	-2	32
COc1ccccc1CN(Cc1nc2ccccc2c(=O)[nH]1)C(=O)Nc1cccc(C)c1	-4	42	0.5	2	33	11	0	-3	29
C=CCn1c(-c2ccc3ncccc3c2)n[nH]c1=S	2	-3	-1.5	0	12	17	1	-2	-19
Cc1noc(C)c1C(=O)N1CC(C)OC(C)C1 (stereo unspecified)	-18	4	-0.5	2	-1	6	-1	-1	2

Look-ups from the list.
Under APJ antagonist, COC(=O)c1cc(S(=O)(=O)NCc2ccc(Br)cc2)c[nH]1 has the entry -7
Under APJ agonist, Cc1cc(NC(=O)c2c(Cl)cccc2Cl)no1 has the entry 0
Under tim10-1 inh, COc1ccccc1CN(Cc1nc2ccccc2c(=O)[nH]1)C(=O)Nc1cccc(C)c1 has the entry 33
Under NR3A LBD binder, Nc1nc2n(n1)C(c1cccc(Br)c1)CC(c1ccc(F)cc1)N2 (stereo unspecified) has the entry -2

Part of the list above in order of formula weight, ascending.
SMILES	APJ antagonist	tim23-1 inh	MPTP inh	APJ agonist	tim10-1 inh	NALP3 yeast inh	NR3A LBD binder	beta cell repl	TIM10 inh
O=C(NC1CCCC1)c1cccc(Cl)c1	-2	8	-0.9	-3	-10	-10	0	-3	-2
CCOC(=O)N(C)OC(=O)Nc1ccc(Cl)c(Cl)c1	-6	15	73*	1	-1	13	3	-1	-8
COc1ccc2c(c1)C(=C(C#N)C#N)C(=O)N2CCc1ccccc1	-8	71*	0.8	1	-34	-1	2	-4	33
COc1ccccc1S(=O)(=O)Cc1ccc(C(=O)NCC2CCCO2)o1 (stereo unspecified)	11	18	-0.7	-2	2	9	0	-1	-8

Assay outcomes deposited in PubChem BioAssay by Sanford-Burnham Center for Chemical Genomics.
